BioA inh = BioA (M. tuberculosis) enzyme inhibition; inhibition, % at 9.99 µM; actives 0.096% (n = 360,000); AID 602481; purified M. tuberculosis BioA enzyme, plate reader; in the data active = inhibition above about 40%; inconclusive = no clear call, values can overlap the other calls
BoNT-A LC inh2 = blocks Botulinum neurotoxin A light chain protease; multiplex microsphere protease substrate cleavage, flow cytometry; inhibition, % at 10 µM; actives 0.17% (n = 360,000); AID 588499; in the data active = inhibition above about 30%; inconclusive = no clear call, values can overlap the other calls; also: plate controls were buffer without enzyme for full effect and enzyme alone for no effect
PrPC surface inh = cell surface PrPC inhibition, primary TR-FRET screen. P04156. TR-FRET read-out. inhibition, % at 13.8 µM. actives 0.43% (n = 370,000); in the data active = inhibition above about 24%; also: 0% = median of the test wells and 100% = reference compound wells
FadD28 FP inh = blocks FadD28 binding to the bisubstrate probe. fluorescence polarization. inhibition, % at 12.5 µM. actives 0.22% (n = 360,000). AID 588549; in the data active = inhibition above about 8.5%, passing the limit was not always enough; inconclusive = no clear call, values can overlap the other calls
BoNT-F LC inh = inhibitors of Botulinum neurotoxin F light chain protease; inhibition, % at 10 µM; actives 0.22% (n = 360,000); Multiplex microsphere protease cleavage assay, flow cytometry; in the data active = inhibition above about 35%, passing the limit was not always enough; inconclusive = no clear call, values can overlap the other calls; also: plate controls were buffer without enzyme for full effect and enzyme alone for no effect
GDH-TPI inh = GDH-TPI coupled enzyme inhibition counter-screen; GDH-TPI coupled enzyme counterscreen, NADH absorbance; inhibition, % at 4.8 µM; actives 1.2% (n = 360,000);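 also: 0% = DMSO wells and 100% = wells lacking the enzyme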
CCHF vOTU inh = blocks the CCHF virus ovarian tumor domain protease; inhibition, % at 11.5 µM; actives 0.55% (n = 370,000); CCHFV vOTU protease, Pep-AMC fluorescence; AID 651958; also: 0% = vehicle wells with enzyme and 100% = no enzyme wells
Mtb UGM inh = Mtb UDP-galactopyranose mutase inhibition | purified UGM, fluorescence polarization probe displacement | inhibition, % at 10 µM | actives 0.06% (n = 320,000); in the data active = inhibition above about 10%, passing the limit was not always enough; inconclusive = no clear call, values can overlap the other calls
Target sequence (P9WIQ1 whole entry, looked up): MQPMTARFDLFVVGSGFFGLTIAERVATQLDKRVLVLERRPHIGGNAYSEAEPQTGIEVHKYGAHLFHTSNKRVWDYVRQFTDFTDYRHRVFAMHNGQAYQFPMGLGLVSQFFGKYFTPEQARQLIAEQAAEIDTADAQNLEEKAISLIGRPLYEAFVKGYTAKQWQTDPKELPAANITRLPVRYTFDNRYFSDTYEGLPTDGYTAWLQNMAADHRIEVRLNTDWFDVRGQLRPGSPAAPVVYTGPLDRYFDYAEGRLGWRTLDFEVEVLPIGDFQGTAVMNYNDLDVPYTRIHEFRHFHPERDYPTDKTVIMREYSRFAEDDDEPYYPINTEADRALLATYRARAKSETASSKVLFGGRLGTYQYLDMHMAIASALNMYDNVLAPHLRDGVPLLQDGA
FBA Mtb inh = Mtb fructose-bisphosphate aldolase inhibition; P9WQA3; purified M. tuberculosis FBA, fluorescence read-out; inhibition, % at 1 µM; actives 2.3% (n = 360,000); AID 588726; in the data active = inhibition above about 27%;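 also: 0% = vehicle and 100% = reference inhibitor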
Target sequence (P9WQA3 whole entry, looked up): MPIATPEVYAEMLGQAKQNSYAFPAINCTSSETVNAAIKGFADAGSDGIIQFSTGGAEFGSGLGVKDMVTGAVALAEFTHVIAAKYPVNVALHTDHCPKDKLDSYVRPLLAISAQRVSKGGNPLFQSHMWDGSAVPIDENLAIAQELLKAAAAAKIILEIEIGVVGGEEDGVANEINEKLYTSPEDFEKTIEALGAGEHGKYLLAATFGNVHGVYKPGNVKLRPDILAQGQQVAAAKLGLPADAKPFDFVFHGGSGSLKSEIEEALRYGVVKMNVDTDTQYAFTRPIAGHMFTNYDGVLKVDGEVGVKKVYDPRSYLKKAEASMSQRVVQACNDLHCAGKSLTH
Active calls of the source: *; ? = inconclusive; . = not tested or not shown. Rule as the data show it, unless noted: active = inhibition above about 30%; inactive = the rest.

Each structure is followed by: BioA inh	BoNT-A LC inh2	PrPC surface inh	FadD28 FP inh	BoNT-F LC inh	GDH-TPI inh	CCHF vOTU inh	Mtb UGM inh	FBA Mtb inh
#1 Cc1ccc(NC(=O)N(CCC(=O)O)Cc2ccccc2)cc1
  0.6	.	-2	-3.7	.	-13	-9	-0.6	-3
#2 COc1ccc(C2/C(=C(/O)c3ccc(C)cc3)C(=O)C(=O)N2c2ccccn2)cc1OC (configuration not stated)
  -1.4	-0.7	2	-0.3	-5	32*	10	3.4	0
#3 CCCN1CCN(CCCNC(=O)CN2C(=O)COc3ccccc32)CC1
  -0.4	-0.8	-3	-1.5	-9	3	-2	2.0	2
#4 COc1ccc(CN2CCNC(=O)C2CC(=O)NCCC2=CCCCC2)c(F)c1 (configuration not stated)
  -0.6	1.1	2	-2.2	-6	-2	-3	1.7	3
#5 CCOC(=O)C1(Cc2ccccc2)C(=O)Nc2ccccc21 (configuration not stated)
  .	-0.6	-6	2.5	8	4	-12	3.6	4
#6 CC(C)CN(C(=O)c1nn(C)c(=O)c2ccccc12)c1nc2ccccc2s1
  .	-0.3	3	-0.7	12	5	-1	-0.4	-1
#7 O=C(Cc1ccc(Br)cc1)OCC(=O)c1ccc[nH]1
  0.0	-0.2	4	-4.0	-3	-8	5	0.9	-2
#8 O=C(CCCc1nc(-c2ccccc2Cl)no1)NCc1cccnc1
  1.1	0.0	0	-3.0	3	1	-6	2.3	-3
#9 Cc1cc(C)cc(OCc2nc3ncc(Br)cc3[nH]2)c1
  -1.0	0.3	3	-0.2	3	7	-2	2.3	4
#10 Cc1ccc(/C=N/n2c(COc3ccccc3)n[nH]c2=S)o1
  0.3	0.2	0	-1.0	0	14	6	0.9	-2
#11 O=[N+]([O-])c1cccc(CSc2nnc(Cc3ccccc3)n2-c2ccc(F)cc2)c1
  .	0.1	7	-3.1	5	3	10	0.2	0
#12 CC(C)=CC(=O)OCC(=O)Nc1ccc(SC(F)F)cc1
  .	-0.2	12	0.6	-4	9	-2	-0.7	1
#13 S=C(NN=C1CCN(Cc2ccccc2)CC1)NC1CCCCC1
  -0.3	-2.7	-1	0.0	-1	-1	-6	-3.0	-2
#14 CCOc1ccc(C(=O)C2CCN(CC(=O)Nc3nccs3)CC2)cc1
  0.6	0.7	5	-2.3	-6	-3	2	1.8	0
#15 Cc1ccc(NS(=O)(=O)c2cc(C(=O)NCCSc3ccc(C)cc3)ccc2C)cc1
  -1.1	0.0	17	-3.8	-7	14	6	-4.5	-3
#16 Cc1cc(-n2ccc(=O)[nH]c2=O)nc(-c2ccccc2)n1
  0.2	-0.6	4	-4.4	1	-7	-4	-1.1	-1
#17 CC(C)(C)CN1CCN(Cc2cc3ccccc3[nH]2)CC1CCO (configuration not stated)
  -1.0	?	2	-0.9	?	7	-3	-0.2	1
#18 NNC(=O)CCn1c2ccccc2c2ccccc21
  .	-0.2	3	-2.2	-1	0	7	-0.4	1
#19 COc1ccccc1CNC(=O)c1ccc2nc(C)c(N(C)Cc3ccc(NC(C)=O)cc3)n2c1
  -0.6	-0.5	2	-1.1	2	3	-9	.	-2
#20 COc1ccc(S(=O)(=O)N2CCCCCC2)cc1NC(=O)Cc1ccc(OC)c(OC)c1
  0.0	0.0	9	-4.9	1	-2	2	3.0	-3
#21 Cc1ccc(CCNC(=O)CN2CCN(Cc3ccccc3F)C2=O)cc1
  -0.9	-0.3	2	-4.3	-10	0	3	4.4	0
#22 CCC1(C)Cc2nc(Cl)c(C#N)cc2CO1 (configuration not stated)
  -0.1	-0.9	5	-0.2	?	1	-20	2.2	3
#23 FC(F)(F)c1cccc(-n2cc(-c3ccccc3)[nH]c2=S)c1
  0.4	0.3	-4	1.0	-13	7	13	-0.2	1
#24 Cc1c(C(=O)N2CCOCC2)sc2nc(-c3ccccc3)cn12
  3.5	1.4	2	-0.9	-8	-2	-7	1.0	2
#25 Cc1ccc2c(COC(=O)c3ccccc3Br)cc(=O)oc2c1
  -6.3	1.4	9	1.1	-3	-4	3	0.9	4
#26 O=c1[nH]c(CN2CCN(S(=O)(=O)c3ccc4c(c3)OCCO4)CC2)nc2sc3c(c12)CCCC3
  -0.4	0.7	7	-1.0	-3	-6	-6	-1.3	-1
#27 CC(=O)/C=C(\C)NCCNc1c(F)c(F)c(CO)c(F)c1F
  -2.3	-0.9	3	-2.7	-13	-1	-5	-0.1	0
#28 Cc1cc(OCC(=O)NCCCN2CCCC2=O)c2c(C)c(C)c(=O)oc2c1
  3.6	0.7	-8	-4.8	6	0	-20	2.1	80*
#29 CN(C)Cc1c[nH]c2nccnc12
  0.9	-0.3	-6	-0.9	-3	-7	-21	.	1
#30 Cc1cc(NC(=O)CSc2nnc(-c3ccccc3)c(-c3ccccc3)n2)no1
  .	0.1	-3	-0.3	2	22	-3	0.6	-3

Later entries
Each structure is followed by: BioA inh	BoNT-A LC inh2	PrPC surface inh	FadD28 FP inh	BoNT-F LC inh	GDH-TPI inh	CCHF vOTU inh	Mtb UGM inh	FBA Mtb inh
#31 COc1cccc(NC(=O)c2ccccc2N2C(=O)C3C4C=CC(C4)C3C2=O)c1 (configuration not stated)
  1.4	-0.5	0	-4.1	-14	-2	-11	-1.9	0
#32 C[C@H]1CC[C@@]2(O[C@H](CCO)C[C@@H](O)[C@@H]2O)O1
  -2.6	0.4	5	-1.3	0	13	5	-0.6	7
#33 CCOC(=O)c1[nH]c2ccc(OC)cc2c1NC(=O)NC(C)C
  1.7	-0.5	-2	-3.7	-8	2	-23	0.1	35*
#34 CCC(C)NC(=O)c1ccccc1NC(=O)c1ccccc1N(C)S(C)(=O)=O (configuration not stated)
  -0.3	-0.7	-3	-1.9	-8	8	1	3.0	1
#35 O=C(O)Cn1c(SCCOc2ccccc2F)nc2ccccc21
  -2.4	-0.6	5	-0.6	-2	2	3	-1.4	-1
#36 CCC(=O)NCCc1nc2cc(NC(=O)c3ccc(OC)cc3)ccc2n1C
  2.8	1.3	-3	-0.8	14	6	-10	0.1	2
#37 CC1(CC(=O)N/N=C/c2cc(Br)c(O)cc2O)OCCO1
  -1.1	-0.9	-6	-0.7	2	48*	13	4.2	3
#38 COc1ccccc1-c1nc(-c2ccc(C)nc2OC)no1
  -1.0	-1.1	-5	-2.6	-7	6	-18	-0.8	5
#39 Cc1cc([N+](=O)[O-])nn1CC(=O)NCc1nc2ccccc2[nH]1
  .	0.3	-2	-1.8	1	-1	-11	-0.2	2
#40 O=C(c1ccc(Cl)cc1)N1CCN(CCOc2ccccc2)CC1
  3.5	-1.6	-1	-3.6	-4	-8	-2	2.9	0
#41 CCN(CC)c1ccc2c(C)c(CN3CCOCC3)c(=O)oc2c1
  -0.2	1.8	.	-4.0	3	17	.	1.6	88*
#42 Cc1cccc(S(=O)(=O)NCCc2ccccc2)c1
  .	0.2	3	-1.1	-9	4	10	0.8	3
#43 O=C(Cn1ccc(C(F)(F)F)n1)NNC(=O)c1cccnc1
  -4.4	-4.8	3	-3.1	9	0	22	2.3	-1
#44 Cc1csc(SCC(=O)c2cc(C)n(Cc3cccs3)c2C)n1
  3.0	-0.1	19	-1.3	-2	6	8	-3.0	6
#45 OCC[C@H]1C[C@@H](O)[C@H](O)[C@]2(CCCCO2)O1
  -0.1	-0.7	0	-0.7	3	0	-2	-2.6	2
#46 COc1ccc(S(=O)(=O)N(Cc2ccco2)Cc2cc3ccccc3[nH]c2=O)cc1
  -1.4	0.2	-6	-1.5	3	2	10	0.9	4
#47 Cc1ccc(-c2nn(-c3ccccc3)cc2CN(C)C(=O)CCC(=O)O)cc1C
  -0.5	-0.1	-2	-1.3	1	-4	-14	-2.5	6
#48 COc1ccc(N2CCN(C(=O)CNC(=O)c3ccccc3Cl)CC2)cc1
  0.4	-0.3	1	-4.7	-8	5	1	1.8	-2
#49 Oc1c(Cl)cc(Cl)cc1C=Nc1cc(C(F)(F)F)ccc1N1CCc2ccccc2C1
  -1.1	-0.8	-8	3.2	-12	3	-5	-3.4	18
#50 COCCNC(=S)N/N=C(\C)c1ccc(C)c([N+](=O)[O-])c1
  .	0.0	-12	0.8	-8	11	-3	1.4	-2
#51 CCOC(=O)C(C)Oc1ccccc1C1NC(=O)NC(C)=C1C(=O)Nc1ccc(C)c(C)c1 (configuration not stated)
  .	0.9	-7	0.6	-3	8	-13	1.7	4
#52 O=C(Oc1ccc2c(=O)c(Oc3ccc4ccccc4c3)coc2c1)c1ccco1
  4.5	-0.2	2	-4.1	6	-10	6	-0.7	40*
#53 Cc1c(C2(O)CCCCC2)[nH]c2cc(C(F)(F)F)ccc12
  -0.9	-1.5	13	-1.0	0	0	21	3.1	9
#54 CC(=O)Nc1cccc(C(=O)N2CCC(n3nccc3NC(=O)CC(C)C)CC2)c1
  -0.6	1.0	-3	0.4	-5	4	2	-1.5	0
#55 O=C(COc1ccc(/C=N/NS(=O)(=O)c2ccccc2)cc1)Nc1ccc(F)cc1
  1.9	0.2	1	-2.3	1	3	16	1.4	1
#56 O=c1[nH]c2ccccc2nc1C(Nc1ccccc1)c1ccccc1 (configuration not stated)
  -1.2	-0.4	1	-2.2	0	9	-11	0.1	3
#57 COc1ccc(NC(=O)CN2CCN(CC(=O)Nc3ccccc3Cl)CC2)cc1
  6.8	0.9	-10	-2.1	0	3	1	1.4	4
#58 CN(CCN1CCOCC1)Cc1nc(-c2ccc3c(c2)OCO3)no1
  .	0.0	4	-3.7	0	10	0	2.2	0
#59 O=C(Nc1ccccc1F)c1ccc(CSc2ncccn2)cc1
  -1.0	0.5	15	2.5	0	5	-2	1.0	0
#60 Cc1onc(-c2ccccc2)c1C(=O)Nc1ccc(S(=O)(=O)NC(C)(C)C)cc1
  .	1.4	4	-2.6	3	6	-1	-1.6	1

Brought forward from above: 4 compounds, followed by the next part.
Each structure is followed by: BioA inh	BoNT-A LC inh2	PrPC surface inh	FadD28 FP inh	BoNT-F LC inh	GDH-TPI inh	CCHF vOTU inh	Mtb UGM inh	FBA Mtb inh
#57 COc1ccc(NC(=O)CN2CCN(CC(=O)Nc3ccccc3Cl)CC2)cc1
  6.8	0.9	-10	-2.1	0	3	1	1.4	4
#58 CN(CCN1CCOCC1)Cc1nc(-c2ccc3c(c2)OCO3)no1
  .	0.0	4	-3.7	0	10	0	2.2	0
#59 O=C(Nc1ccccc1F)c1ccc(CSc2ncccn2)cc1
  -1.0	0.5	15	2.5	0	5	-2	1.0	0
#60 Cc1onc(-c2ccccc2)c1C(=O)Nc1ccc(S(=O)(=O)NC(C)(C)C)cc1
  .	1.4	4	-2.6	3	6	-1	-1.6	1
#61 Cc1ccccc1CNC(=O)C(=O)NCCC1CCCCN1S(=O)(=O)c1ccccc1 (configuration not stated)
  -2.0	-3.4	-3	-0.2	2	3	0	1.1	-1
#62 COc1cccc(C(=O)Nc2nc3ccc(S(C)(=O)=O)cc3s2)c1
  -0.5	-1.8	10	-1.9	-2	23	3	-3.5	4
#63 O=C(CCCN1C(=O)/C(=C\c2ccccc2)SC1=S)Nc1ccc(O)cc1C(=O)O
  5.1	3.5	-11	2.2	11	25	27	4.1	0
#64 CC1=CC(O)C(O)C2(C)C1CC1OC(=O)CC3C(C)C(O)C(=O)C2C13CO (configuration not stated)
  -0.2	-0.2	.	1.1	-5	10	.	.	0
#65 CCCCn1c(N)c(N(CCOC)C(=O)c2cccc(S(=O)(=O)N3CCCCCC3)c2)c(=O)[nH]c1=O
  .	1.6	-8	-2.2	-3	-7	-1	-2.4	-1
#66 COCCN(C(=O)COC(=O)/C=C/c1ccccc1Cl)c1c(N)n(Cc2ccccc2)c(=O)[nH]c1=O
  -0.5	4.3	0	-2.2	-10	17	-10	-2.5	5
#67 COc1ccc(C(=O)c2c(NC(C)=O)sc3c2CCN(C(=O)OC(C)(C)C)C3)cc1
  1.3	-3.6	0	0.1	?	9	2	-1.5	0
#68 CCOC(=O)c1c(NC(=O)CN2CCN(C(=O)C3CCCO3)CC2)sc(C)c1C (configuration not stated)
  -1.8	0.8	3	0.2	-2	9	12	-2.3	2
#69 CCN(CC)S(=O)(=O)c1ccc(N/N=C/c2cc(OC)c(OC)cc2OC)nc1
  -1.6	0.4	2	-2.1	7	2	-15	0.9	0
#70 Cc1cc2nc(SCCOC(=O)Nc3ccc(Cl)cc3)nc(C)c2cc1C
  .	-0.7	-2	-1.2	0	7	7	-0.2	1
#71 O=C(CCNC(=O)N1CC(=O)Nc2ccccc21)Nc1ccc(Br)cc1F
  -3.2	0.1	-4	0.5	0	3	5	2.1	5
#72 C[C@H](NC(=O)c1[nH]cnc1C(=O)Nc1ccccc1)C(=O)OC(C)(C)C
  4.1	-0.7	5	-2.2	-1	13	12	-1.2	2
